Screens: PubChem, several laboratories
Vif imaging = blocks HIV Vif function. HEK293T cells, Vif self-association by quenched fluorescence, imaging, 24 h. AID 602346. hit rate 0.35% among 340,000. inhibition, % at 7.49 µM; in the data active = inhibition above about 50%, passing the limit was not always enough; inconclusive = no clear call, values can overlap the other calls; inactive = below about 31%; note: some results filed as inactive read as strong as hits
aDG glyco act = increases alpha dystroglycan glycosylation | Pro5-aDG cells, alpha-DG glycosylation AlphaScreen (IIH6); 0% Pro5, 100% B10-LARGE cell signal | activation, % at 10 µM | hit rate 0.22% among 360,000 | AID 624168;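 active = activation of at least 8% versus controls, or a plate z-score of at least 8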;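 note: Pro5 are CHO cells carrying HIG-tagged alpha-DG that lacks glycosylation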
CaV13 FRET inh = Primary screen for inhibitors of IQ motif and Ca2+-dependent inactivation inhibitor domain binding in CACNA1D, Förster resonance energy transfer in living cells, …. HEK cells, CFP/YFP FRET ICDI-IQ, plate reader, 10 min; percent FRET-ratio fall versus neutral wells. inhibition, % at 12.3 µM. hit rate 0.098% among 340,000. AID 743397;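 active = mean replicate inhibition of at least 30% and at least 1% of replicates passing that level; inconclusive = only one of the two criteria is met; inactive = neither criterion is met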;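 note: 0% = median of the neutral control wells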
HTR2A ag = activates the mouse 5-HT2A serotonin receptor; AID 624169; P35363; CHO-K1 mHTR2A beta-arrestin complementation, luminescence; percent of 30 µM serotonin response; activation, % at 7.6 µM; hit rate 0.66% among 360,000;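 active = activation above a run cutoff, the mean activation of all tested compounds plus 3 SD, cut at about 14% in these data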;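 note: 0% = plate median of compound wells and 100% = 30 µM serotonin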
iPSC survival up = increases survival of single human iPS cells; hiPSC single-cell survival, ATPlite luminescence; 100% = ROCK inhibitor wells, 0% = DMSO; survival enhancement, % at 20 µM; hit rate 0.044% among 360,000; AID 602274; in the data active = survival enhancement above about 18%;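 note: cells exposed to compounds for 16 hours before the ATP read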
N-glyco inh = blocks N-linked glycosylation in D54 reporter cells; D54 ERlucT glycosylation luciferase reporter, 24 h; percent of 100 nM tunicamycin response; reporter increase, % at 12.5 µM; hit rate 0.23% among 360,000;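 active = mean luciferase reporter signal, scaled so untreated is 0 and the glycosylation-blocking control 100, at or above a set limit in every replicate; inconclusive = mean reaches the limit but not every replicate does; inactive = mean below the limit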;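 note: luciferase carries N-glycosylation sites so blocking glycosylation raises the light; 0% = median of neutral control wells and 100% = median of 100 nM tunicamycin wells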
ABCB6 inh 2 = human ABCB6 transporter inhibition | Q9NP58 | K562-ABCB6 porphyrin accumulation, flow cytometry, 1 h; stronger effect = lower value | fluorescence ratio to DMSO, % at 10 µM | hit rate 0.19% among 360,000;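 active = fluorescence ratio to DMSO below 75%, the collection mean minus 3 SD; inconclusive = too few cells collected in the well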;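 note: signal is porphyrin accumulated inside mitochondria; 100% equals median channel fluorescence of DMSO control wells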
Target sequence (Q9NP58 whole entry, looked up): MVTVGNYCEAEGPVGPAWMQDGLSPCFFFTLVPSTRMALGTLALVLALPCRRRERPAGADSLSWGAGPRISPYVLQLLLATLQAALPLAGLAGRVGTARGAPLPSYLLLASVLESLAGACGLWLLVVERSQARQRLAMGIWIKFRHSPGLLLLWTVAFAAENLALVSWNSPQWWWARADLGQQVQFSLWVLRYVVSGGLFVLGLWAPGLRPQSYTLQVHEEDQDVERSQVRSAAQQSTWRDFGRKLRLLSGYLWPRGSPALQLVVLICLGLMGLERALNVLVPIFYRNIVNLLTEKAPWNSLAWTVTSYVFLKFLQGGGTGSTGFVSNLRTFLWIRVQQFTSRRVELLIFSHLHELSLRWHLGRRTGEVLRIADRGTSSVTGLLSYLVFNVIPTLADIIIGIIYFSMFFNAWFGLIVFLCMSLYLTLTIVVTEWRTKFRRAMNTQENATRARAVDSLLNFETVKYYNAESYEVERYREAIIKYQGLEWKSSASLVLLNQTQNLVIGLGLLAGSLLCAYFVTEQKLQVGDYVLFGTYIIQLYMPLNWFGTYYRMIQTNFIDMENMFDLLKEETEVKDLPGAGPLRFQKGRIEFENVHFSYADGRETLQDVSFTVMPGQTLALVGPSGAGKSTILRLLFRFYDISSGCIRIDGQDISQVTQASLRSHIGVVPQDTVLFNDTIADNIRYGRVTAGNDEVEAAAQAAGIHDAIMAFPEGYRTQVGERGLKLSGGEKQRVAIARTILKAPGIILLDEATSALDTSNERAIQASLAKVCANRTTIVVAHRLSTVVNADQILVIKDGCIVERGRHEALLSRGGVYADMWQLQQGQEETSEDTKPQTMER
Exocytosis inh = lytic granule exocytosis inhibition; TALL-104 LAMP-1 surface exposure, flow cytometry; cells stimulated with thapsigargin and PMA; inhibition, % at 10 µM; hit rate 0.66% among 360,000;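 active = inhibition above about 55%, limit read from the data; inconclusive = no clear call, values can overlap the other calls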
PDI turbidity = blocks human protein disulfide isomerase activity | PDI insulin aggregation turbidity, A650, 90 min | inhibition, % at 10 µM | hit rate 0.052% among 350,000;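 active = mean inhibition across replicates of 30% or more, whatever share of single replicates reach that level; inconclusive = mean inhibition below 30% while every single replicate reaches 30%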;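 note: absorbance from insulin aggregation driven by PDI reduction with DTT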
H9c2 protect = protects H9c2 cardiomyocytes from peroxide injury. H2O2 injury protection, ATPLite, 2 h. protection from H2O2 cell death, % at 20 µM. hit rate 0.63% among 360,000;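 active = compounds giving at least 50% protection of heart cells from peroxide-induced death in the single-dose screen, raw or plate-pattern-corrected value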;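 note: 0% = DMSO wells with peroxide and 100% = DMSO wells without peroxide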
* hit, by the source's call; ? = inconclusive; . = not tested or not shown.

SMILES	Vif imaging	aDG glyco act	CaV13 FRET inh	HTR2A ag	iPSC survival up	N-glyco inh	ABCB6 inh 2	Exocytosis inh	PDI turbidity	H9c2 protect
CN(C(=O)c1c(Cl)cnn1C)C12CC3CC(CC(C3)C1)C2	6	0.3	-6	1	-2.9	1	102	-6	-4	-2
O=C(Nc1ccccc1N1CCCC1)C1=COCCO1	.	0.7	-2	-5	2.7	7	105	1	-4	-7
COc1cc(C(=O)NC2CCN(CC(=O)NC3CCCCC3)CC2)cc(OC)c1OC	4	-0.1	-4	-5	0.0	0	100	0	-65	-2
CCC(C(=O)Nc1ccccc1C(=O)N1CCOCC1)N1C(=O)c2ccccc2C1=O (stereo unspecified)	-4	-0.3	-4	1	-0.8	1	95	0	-2	3
COc1ccc(C(C(=O)NC2CCCC2)n2c(-c3cccs3)nc3ccccc32)cc1 (stereo unspecified)	.	0.3	-7	-1	.	.	.	-2	.	.
Cc1ccc(C)c(NS(=O)(=O)c2cc(C(=O)Nc3ccccc3-c3ccccc3)ccc2C)c1	?	0.9	-3	-2	-0.4	-8	102	13	7	-3
O=C(CSCc1ccccc1Cl)NN1C(=O)c2ccccc2C1=O	7	0.1	-5	4	-0.3	2	98	6	-5	0
CCCn1c(=N)n(CCOc2ccc(OC)cc2)c2ccccc21	-1	0.1	.	-3	-1.4	2	91	-2	8	-18
O=C(O)c1cccc(N2C(=O)CSC2=S)c1	4	0.0	-4	10	-0.2	2	96	-2	6	4
O=C(CSc1nncs1)N1CCN(C(=O)c2ccco2)CC1	2	0.2	-15	-3	-0.3	0	91	1	0	6
CCn1cc(C(=O)Nc2sc(C)c(C)c2C(=O)OC)cn1	.	-0.1	-4	0	-1.4	2	99	5	2	19
COc1cc(C(=O)Nc2ccccc2C(=O)Nc2ccccn2)cc(OC)c1OC	-2	-0.1	-6	2	0.0	6	102	-2	-36	60*
COC(=O)c1ccc(N2CCN(S(=O)(=O)c3ccc4ccccc4c3)CC2)c([N+](=O)[O-])c1	-12	0.6	.	0	-2.4	-2	98	4	0	-15
Cc1ccc(/C=C2/SC(=S)N(CCC(=O)NCCCN3CCOCC3)C2=O)cc1	-8	0.5	.	2	-0.3	-2	91	7	-4	-13
COc1ccc(CNCC(O)COCc2cccs2)cc1 (stereo unspecified)	-4	-0.2	-5	-4	2.0	2	101	-2	-4	8
Cc1nn(C(C)C)c(C)c1CN1CCC(C(=O)Nc2cccc(-c3cccc(F)c3)c2)CC1	2	6.5	-10	-16	-0.4	-9	97	25	-1	-9
CCCCN(C(=O)c1ccc(N(C)S(=O)(=O)c2ccc(C)cc2)cc1)c1c(N)n(CCC)c(=O)[nH]c1=O	15	0.0	-7	-2	-0.5	1	99	-4	-1	4
COc1cc2c(cc1OC)C(c1cccc(Cl)c1Cl)CC(=O)N2 (stereo unspecified)	-12	-0.1	-4	1	-0.1	-4	97	-8	-8	-5
Cc1ccc(CNc2ccc(N3CCN(C)CC3=O)cc2)cc1	-8	-0.2	-11	-2	4.9	2	107	-9	3	-1
CC(=O)Oc1ccc2ccc3ccc(C(C)=O)cc3c2c1	2	-0.2	-6	-1	-0.5	3	99	0	-3	1
CN(CCCNC(=O)CSc1cc(=O)n(C)c2cc(Cl)ccc12)Cc1ccccc1	0	0.3	-3	-6	0.3	-2	106	4	0	15
CCOC(=O)C1=CCN(S(=O)(=O)c2ccccc2F)C1c1ccccc1 (stereo unspecified)	.	0.2	-5	-2	1.3	3	96	-1	.	3
N#Cc1ccc(CSc2nnc(-c3ccccc3)n2Cc2ccco2)cc1	11	0.2	.	-3	3.1	-4	93	0	1	4
CC1CCN(C(=O)C2CCC(CNS(=O)(=O)c3ccc4c(c3)C(C)(C)C(=O)N4C)CC2)CC1 (stereo unspecified)	-7	0.0	-5	-1	-1.7	-2	97	13	0	-1
O=C(Nc1cc(F)c(Br)cc1F)c1ccc(Cl)cc1	9	-0.2	-5	-8	-0.2	-2	92	-13	8	-4
COc1ccc(N(CC(=O)NCc2ccc(F)cc2)C(=O)c2snc(C(N)=O)c2N)cc1	34	0.0	-8	0	0.0	1	103	-9	-9	10
CCCC(=O)Nc1ccc2c(c1)nc(CCN1CCCCC1)n2C	2	2.8	0	1	1.4	1	102	2	1	5
O=C(NC1CCCC1)C(c1ccncc1)N(Cc1ccccc1F)C(=O)c1csnn1 (stereo unspecified)	-2	0.1	-3	7	-0.6	1	103	-2	11	2
O=C(/C=C1\SC(=O)NC1=O)Nc1ccc(C(=O)O)cc1	5	0.0	-6	1	-0.3	2	107	-1	5	1
O=C(COC(=O)c1cc2c(s1)CCCC2)Nc1ccc(Cl)cn1	-4	-0.1	-3	-2	-1.3	0	102	-8	-9	1
Cc1cc2nc(-c3ccccc3)c(Cc3ccccc3)n2c(C)c1Br	.	0.7	-6	-2	-2.2	-1	101	-2	.	2
CCOC(=O)N1CCC(NC(=O)c2cc(-c3ccc(OC)cc3)nc3ccccc23)CC1	9	-0.5	-3	10	-0.3	4	91	2	-4	2
CCC(C(=O)Nc1c(C)cccc1C)n1c(-c2ccc(-c3ccccc3)cc2)nc2ccccc21 (stereo unspecified)	.	0.4	-4	-2	.	.	.	-10	.	.
COc1cccc(CNC(=O)C2CCC(CNS(=O)(=O)c3cccc4cccnc34)CC2)c1 (stereo unspecified)	-3	0.0	-5	7	0.8	-1	97	-1	-2	-1
COc1cc(NS(=O)(=O)c2ccc3c(c2)NC(=O)CO3)cc(OC)c1	-4	-0.1	-2	-4	-0.5	-1	101	-5	-12	11
CSc1ccc(COC(=O)c2cc([N+](=O)[O-])ccc2N2CCOCC2)cc1	.	-0.1	-6	0	-0.6	14	96	10	-2	-9

Of the compounds above, these contain bromine.
SMILES	Vif imaging	aDG glyco act	CaV13 FRET inh	HTR2A ag	iPSC survival up	N-glyco inh	ABCB6 inh 2	Exocytosis inh	PDI turbidity	H9c2 protect
O=C(Nc1cc(F)c(Br)cc1F)c1ccc(Cl)cc1	9	-0.2	-5	-8	-0.2	-2	92	-13	8	-4
Cc1cc2nc(-c3ccccc3)c(Cc3ccccc3)n2c(C)c1Br	.	0.7	-6	-2	-2.2	-1	101	-2	.	2

Next section:
SMILES	Vif imaging	aDG glyco act	CaV13 FRET inh	HTR2A ag	iPSC survival up	N-glyco inh	ABCB6 inh 2	Exocytosis inh	PDI turbidity	H9c2 protect
CN(C)CCNC(=O)c1cccc(-c2cnc3c(NC=O)cc(-c4cccs4)cn23)c1	-1	0.1	-5	-2	-2.1	-5	95	-12	0	-7
CCCn1c(C(C)NC(=O)c2ccccc2)nc2ccccc21 (stereo unspecified)	2	-0.1	-6	0	-1.2	1	102	-2	1	-1
O=C(COC(=O)C1CC1)NCCc1ccccc1	24	-0.1	-6	1	-1.7	0	99	9	8	0
CC(C)(C)NC(=O)NCC1CCCC1NC(=O)NC(C)(C)C (stereo unspecified)	0	0.6	-5	0	1.4	0	95	-1	-14	11
CC1(C)Cc2ccccc2-c2nnc(-c3ccc4ccccc4n3)n21	.	0.0	.	8	-4.6	2	94	-4	19	18
O=c1c2ccccc2ncn1-c1cccc([N+](=O)[O-])c1	5	-0.1	-3	7	-0.7	2	99	-8	-3	-2
O=C(COc1ccc(/C=C\[N+](=O)[O-])cc1)N1CCOCC1	-7	0.3	-19	-2	-1.3	2	101	-6	0	49
COc1ccc(C(Nc2cccc([N+](=O)[O-])c2)P(=O)(OC(C)C)OC(C)C)cc1 (stereo unspecified)	-6	0.1	-15	-2	-0.1	1	102	9	-5	2
Cc1ccc(Cl)cc1NC(=O)C1C2CCC(O2)C1C(=O)O (stereo unspecified)	-3	0.0	-22	12	0.3	2	99	-2	-1	5
CCOc1ccc(C2c3c(oc4cc(C)c(C)cc4c3=O)C(=O)N2CCCN2CCOCC2)cc1 (stereo unspecified)	-3	-0.1	-10	1	-0.4	0	103	0	.	3
Cc1ccnc(NS(=O)(=O)c2ccc(N=CC3=C(O)CC(C)(C)CC3=O)cc2)n1	7	-0.2	-5	-1	-0.3	-1	89	-2	-3	-2
CC(C)(C)c1ccc(CC(=O)N2CCC2(C)C(=O)NS(=O)(=O)c2cccc(Cl)c2)cc1 (stereo unspecified)	14	1.2	-6	3	0.3	1	93	-6	-3	3
CCOC(=O)CC1COCCN1Cc1cn(C)nc1-c1ccccc1F (stereo unspecified)	6	0.2	2	8	-0.2	2	99	-2	0	0
COc1ccc(/C=C2\Oc3cc(OCC(=O)N4CC(O)C[C@H]4C(=O)O)ccc3C2=O)c(OC)c1OC (stereo partly specified)	-4	0.0	.	1	0.1	0	107	3	.	0
COc1ccc(NC(=O)N(C)C[C@@H]2OCc3cn(nn3)CCCC(=O)N([C@@H](C)CO)C[C@H]2C)cc1	1	0.2	.	-6	1.5	2	99	1	7	-5
CCN(C(=O)Cn1c(=O)oc2ccccc21)c1cccc(C(F)(F)F)c1	.	-0.1	.	-3	-2.0	-1	88	3	2	-3
Cc1ccc(NC(=O)N(CCCN2CCOCC2)Cc2cccnc2)cc1C	7	-0.2	-5	4	-0.6	0	101	-1	-14	11
COc1cc(SC)ccc1C(=O)Nc1nc2ccccc2[nH]1	-10	0.3	-1	0	-1.0	-20	98	-8	0	-14
CCCCNC(=O)c1cn(C)c2ccc(S(=O)(=O)N3CCCC3)cc2c1=O	-6	0.0	-12	0	-0.2	2	103	-13	-23	0
CN(C)S(=O)(=O)c1ccc(C(=O)NCCS(=O)(=O)N2CCN(c3ccc(F)cc3)CC2)cc1	-3	-0.2	-3	-1	0.3	-2	98	-4	-6	-3
Cc1ccc2nc(-c3cccc(N)c3)[nH]c2c1	-1	-0.1	-3	0	-6.4	-14	94	-1	-16	-24
Cc1ccc(NC(=O)CN(C)C(=O)c2n[nH]c(=O)c3ccccc23)cc1	22	-0.2	-5	5	0.3	3	82	1	-3	4
CCOC(=O)/C(C#N)=N/Nc1c(C)n(C)n(-c2ccccc2)c1=O	11	0.2	-6	0	0.4	2	101	-2	0	6
Cc1ccc(-c2nc3cccnc3s2)cc1NC(=O)c1ccco1	18	0.0	-9	-2	0.7	2	96	-2	0	11
CC(C)N(Cc1ccccc1)C(=O)C1CCCN(c2ncnc3c2nc2n3CCCCC2)C1 (stereo unspecified)	-8	3.2	-16	5	0.7	0	92	-22	6	4
COc1cc(Br)c(CCNC(=O)Cc2ccccc2)cc1OC	2	0.0	-2	-1	6.3	1	100	-2	-1	2
O=C(CNc1ccc(C(F)(F)F)cc1)Nc1cccc(S(=O)(=O)N2CCCC2)c1	-4	-0.1	-3	-6	-0.7	3	99	4	-15	-12
CC(=O)Nc1c(O)n(C)c2ccccc12	.	0.0	-7	4	0.1	1	90	0	-10	1
CCOC(=O)CN1C(=O)C2Cc3ccccc3CN2C1=S (stereo unspecified)	.	1.1	-5	-4	3.1	-1	89	2	0	1
Cc1c(CC(=O)NCC(=O)NCC(=O)N[C@@H](Cc2ccccc2)C(=O)O)c(=O)oc2c(C)c(O)ccc12	-13	-0.3	.	6	-1.2	3	106	1	.	0
Nc1ccc(S(=O)(=O)N2CCCC2)cc1Cl	-2	0.0	-15	-1	0.4	1	93	1	-3	4
